ALOX12 inh – inhibitors of human 12S-lipoxygenase ALOX12. P18054. purified 12hLO, xylenol orange hydroperoxide absorbance. Potency, µM (highest dose often 108 µM), for inactives: top-dose activity change, negative = inhibition, hits mostly inhibitors. 580,000 tested, 1.1% active; further: potency means the concentration at half of the fitted maximal effect; on the % scale 0 is the no-effect control and ±100 the full control effect
Target sequence (P18054 whole entry, looked up): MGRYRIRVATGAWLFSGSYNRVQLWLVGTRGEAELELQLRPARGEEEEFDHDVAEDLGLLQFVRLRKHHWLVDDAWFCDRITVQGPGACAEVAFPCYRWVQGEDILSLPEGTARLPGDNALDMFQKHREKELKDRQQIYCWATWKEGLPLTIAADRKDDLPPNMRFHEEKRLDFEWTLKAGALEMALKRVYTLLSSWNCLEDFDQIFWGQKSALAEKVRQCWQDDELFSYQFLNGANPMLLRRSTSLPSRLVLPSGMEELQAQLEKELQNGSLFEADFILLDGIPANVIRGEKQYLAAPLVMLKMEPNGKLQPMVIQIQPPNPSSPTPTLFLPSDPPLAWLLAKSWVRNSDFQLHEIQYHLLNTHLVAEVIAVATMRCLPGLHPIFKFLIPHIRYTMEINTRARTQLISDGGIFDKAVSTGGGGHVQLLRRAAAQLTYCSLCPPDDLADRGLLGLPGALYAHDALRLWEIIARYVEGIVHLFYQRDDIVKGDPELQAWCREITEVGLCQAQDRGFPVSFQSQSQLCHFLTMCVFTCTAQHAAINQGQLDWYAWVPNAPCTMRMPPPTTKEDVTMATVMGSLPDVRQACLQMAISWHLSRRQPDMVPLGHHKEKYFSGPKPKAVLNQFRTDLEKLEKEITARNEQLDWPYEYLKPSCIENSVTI
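Purified human 12hLO (150 nM final) in 25 mM Hepes, 0.01% Triton X-100, pH 7.0 was preincubated 15 min at room temperature with compound. Then 40 uM arachidonic acid was added, 30 min. Hydroperoxide was read by Fe-XO absorbance ratio 573/405 nm.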
Vif-APOBEC3F blk – blocks the Vif interaction with APOBEC3F | HeLa A3F-eYFP + Vif (tagged APOBEC3F with the HIV-1 protein that degrades it), YFP fluorescence increase | 390,000 tested, 0.2% active | Potency, µM (series often up to 46.1 µM), for inactives: at the top dose activity, negative = active; further: potency means the concentration at half of the fitted maximal effect; % of control where 0% means no effect; nearly all actives have a fitted effect of over 65% in size
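Fluorescence increase (Ex 488/Em 500-530) after overnight compound treatment at 37 deg C flags inhibition of Vif-driven A3F-eYFP loss in stable HeLa A3F-eYFP/Vif cells seeded overnight beforehand.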
RGS4 inh – inhibitors of human regulator of G protein signaling 4 | P49798 | Transcreener GDP fluorescence polarization, RGS4-accelerated GTP hydrolysis | Potency, µM (doses to about 114 µM), for inactives: at the top dose activity change, negative = inhibition, most hits filed as inhibitors | 390,000 tested, 0.039% active | AID 504845; further: potency means the concentration at half of the fitted maximal effect; on the % scale 0 is the no-effect control and ±100 the full control effect; nearly all actives have a fitted effect of over 75% in size; some results filed as inactive show a strong effect at the top dose
Target sequence (P49798 whole entry, looked up): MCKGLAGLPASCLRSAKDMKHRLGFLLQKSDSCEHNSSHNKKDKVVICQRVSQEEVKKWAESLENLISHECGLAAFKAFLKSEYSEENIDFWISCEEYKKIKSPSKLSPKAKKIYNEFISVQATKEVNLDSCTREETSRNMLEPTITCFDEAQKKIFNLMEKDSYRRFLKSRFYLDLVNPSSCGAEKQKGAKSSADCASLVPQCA
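MLSMR compounds (23 nl, pin-transferred) preincubated 10 min at room temperature with a 500nM (2x) first reagent, then RGS4 at 900nM (2x) plus Transcreener GDP mix added; fluorescence polarization (620/688 nm) read before and after 90 min at 30 °C.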
ERG-DNA inh – ERG Ets/DNA interaction inhibition. P11308. fluorescence polarization, His-ERG Ets domain / labelled DNA. Potency, µM (doses to about 76.9 µM), inactives show at the top dose FP activity, negative = inhibition, actives largely listed as inhibitors. 370,000 tested, 0.028% active; active means well fitted inhibition curve with a large enough effect in the polarisation, with a control signal flat; inconclusive means small, poorly fitted or top-dose-only effect, or effect the other way, or a change in a side signal; inactive means no such curve, though single readings can be large or run the other way; the % refers to the polarisation;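 further: polarization taken with two DNA probes labelled with fluorescein and Texas red; potency means the concentration at half of the fitted maximal effect; % of control where 0% means no effect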
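His-tagged ERG Ets domain (1 uM in the protein solution; 300mM KCl, 50mM Tris-HCl, 1mM EDTA, 1mM DTT, pH 7.5) received compound, then a probe mix of 5 nM fluorescein-DNA and 100nM Texas-615-DNA. Fluorescence polarization was read for both dyes.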
LDHA inh – inhibitors of human lactate dehydrogenase A. 480,000 tested, 0.15% active. P00338. purified LDHA, NADH/diaphorase-resazurin fluorescence; hits give low values. activity change, % (values are at about 110 or 230 µM). AID 1347041; in the data active means activity change below about -30%; inconclusive means mostly about -25% to -30%;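 further: plate controls were DMSO wells for no effect and wells without enzyme for full effect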
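LDH5 2 nM; NADH 0.06 mM, pyruvate 0.2 mM; 200 mM Tris pH 7.4, EDTA, Tween-20; 5 min RT. Detection: diaphorase 0.133 mg/mL + resazurin 37 µM, fluorescence ex540/em590 at 0 and 20 min; normalized to enzyme-free and DMSO wells.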
D2 antagonist – antagonists of human D2 dopamine receptor. P14416. HEK293 TREx D2 cells, calcium flux, dopamine EC80. inhibition, % at 10 µM. 340,000 tested, 2% active; in the data active means inhibition above about 30%; further: 0% is about no effect
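Calcium mobilization kinetics were recorded at 1 s intervals in tetracycline-induced HEK293 T-REx D2 cells, first for 180 s after compound addition and then 180 s after EC80 dopamine.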
D2 ag – activates the human D2 dopamine receptor | HEK293 T-REx D2 cells, calcium flux agonist mode | 340,000 tested, 0.53% active | P14416 | activation, % at 2 µM;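 active means activation over 3 SD above normal in the single-dose calcium agonist read, cut at about 30% in these data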; further: 0% is about no effect
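Tetracycline-induced HEK293 Trex cells with D2 receptor force-coupled to calcium signaling, plated overnight at 30 C and loaded with no-wash calcium dye. Calcium flux read kinetically for 180 s after compound addition; responses flag agonists.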
Vif-APOBEC3G blk – Vif-A3G binding inhibition; Q9HC16; HeLa A3G-eYFP + Vif (tagged APOBEC3G with the HIV-1 protein that degrades it), YFP fluorescence, overnight; Potency, µM (top dose mostly 46.1 µM), inactives show at the top dose activity, negative = active, actives largely listed as inhibitors; 410,000 tested, 0.076% active; AID 602310;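 further: potency means the concentration at half of the fitted maximal effect; on the % scale 0 is the no-effect control and ±100 the full control effect; nearly all actives have a fitted effect of over 60% in size; hits raise eYFP signal because A3G escapes Vif-driven loss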
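Read-out is eYFP fluorescence (Ex 488/Em 500-530) from Vif-expressing HeLa A3G-eYFP cells; more signal means A3G escaped Vif-mediated degradation. Cells plated overnight, compound pinned in, incubated overnight at 37 deg C.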
GRP78 ERSR act – ER stress response induction in glioma | U87-MG GRP78 promoter luciferase reporter, 16 h | Potency, µM, without a hit: top-dose activation, actives largely listed as activators | 420,000 tested, 0.02% active; further: potency means the concentration at half of the fitted maximal effect; series mostly up to about 76 µM; % of control where 0% means no effect; nearly all actives have a fitted effect of over 35% in size
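Stably transfected U87-MG human glioma cells carrying a GRP78-based luminescent sensor were seeded at 1000 cells/well, pin-dosed with compounds and incubated 16 h. Luciferase reagent was then added, and end-point luminescence was read after 10 min at room temperature.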
Numbers without * were called inactive; i = inactive; ? = inconclusive; · = not tested or not shown; [ ] = dose if it differs, or a comment. Unless noted, the call rests on the fitted dose curve; in most records, active means well fitted curve in the direction sought with a large enough effect; inconclusive means small, poorly fitted or top-dose-only effect, or another doubt; inactive means no such curve, though single readings can be large; an effect the other way counts as inactive or inconclusive. A portion of the library; rates above refer to the full screens.

SMILES	ALOX12 inh	Vif-APOBEC3F blk	RGS4 inh	ERG-DNA inh	LDHA inh	D2 antagonist	D2 ag	Vif-APOBEC3G blk	GRP78 ERSR act
O=C(N/N=C/C=C/c1ccccc1)c1n[nH]c2c1CCC2	492%[activator]	-15%	-3%	0%	-4	1	1.1	?	-3%
COc1cc2c(cc1OC)C(/C(C#N)=N\O)=NC(C)(C)C2	-9%	0%	3%	-1%	-7	20	-0.6	0%	-2%
Cn1c(=O)c2cc(S(=O)(=O)NC(Cc3ccccc3)C(=O)NCC3CCCO3)ccc2n(C)c1=O (configuration not stated)	-2%	-14%	-13%	-5%	-3	-15	-0.2	6%	0%
CCCc1ccc(C(O)c2ncc(-c3ccccc3F)[nH]2)cc1 (configuration not stated)	-6%	·	·	·	-2	·	·	-5%	4%
CC(C)(C)n1ncc2c(=O)n(CC(=O)c3ccccc3)cnc21	11%	-8%	14%	0%	-1	10	-0.8	-1%	1%
C[C@@H]1CC2[C@@H]3CC[C@H]4CC(=O)CC[C@]4(C)C3=CC[C@]2(C)[C@@]1(O)C(=O)CO (some centres not stated)	-21%	15%	-11%	-5%	-3	-1	-0.6	-1%	-6%
Cc1ccc(NC(=O)/C(=C\c2cccs2)NC(=O)c2ccccc2)cc1	6%	-2%	-7%	0%	-5	-3	-0.7	0%	-2%
CSc1cccc(NC(=O)C2CCCN(c3ncnc4c3nc3n4CCCCC3)C2)c1 (configuration not stated)	9%	-10%	-11%	-9%	0	-16	-1.2	-5%	-6%
O=C(NC1=NCCS1)c1cccc(F)c1	i	-10%	11%	-4%	-7	·	·	0%	7%
COc1ccc(Nc2c(-c3cc(Br)ccc3O)nc3ncccn23)cc1OC	-6%	4%	-24%	-2%	11	·	1.2	-30%	2%
CCN=C1SCC(=O)N1c1ccc(OC)cc1	0%	1%	-21%	1%	-14	3	0.9	1%	3%
COc1ccccc1CN1CCN(Cc2nc(-c3ccc(C)cc3)oc2C)CC1	6%	-1%	31%	-2%	-3	-1	0.0	1%	-2%
COc1ccccc1C(=O)NCCC(=O)N1CC=C(c2ccccc2)CC1	13%	-14%	0%	-5%	-1	0	-0.4	-5%	-5%
CC1=CC(C)(C)N(C(=O)c2ccc(F)cc2)c2cc3c(cc21)OCO3	-6%	-9%	3%	-7%	-3	-23	-1.5	-3%	-2%
CCC(C)NC(=O)CC1Oc2ccc(C)cc2NC1=O (configuration not stated)	·	1%	-3%	9%	-4	-6	0.2	1%	-5%
O=c1c2ccccc2[nH]c(=S)n1CCCN1CCN(C2CCCCC2)CC1	?	0%	32%	-8%	-4	82*	-0.4	-5%	-5%
C=C1CCN([C@@H](CC(C)C)C(=O)NCc2ccco2)S(=O)(=O)c2ccccc21	0%	-6%	3%	-20%	-6	·	·	-1%	-4%
CCOc1ccc2nc(N3CCN(C(=O)c4ccco4)CC3)sc2c1	-18%	0%	-4%	1%	-5	·	·	3%	-1%
COc1cc(CNc2nc(C)c([N+](=O)[O-])c(C)c2C#N)cc(OC)c1	113%[activator]	-5%	10%	-3%	-9	0	-0.4	-9%	-1%
COc1cc(C(=O)N(Cc2cccnc2)c2nc3cc(C)c(C)cc3s2)cc(OC)c1OC	-13%	-3%	11%	-4%	-10	·	-0.2	?	-5%
COCCN(C(=O)COC(=O)C12CC3CC(CC(Cl)(C3)C1)C2)c1c(N)n(Cc2ccccc2)c(=O)[nH]c1=O	-22%	6%	-15%	7%	-4	27	0.5	-1%	-3%
CC1(C(=O)NCCc2ccccc2)Cc2c(-c3ccc(C(N)=O)cc3)ccnc2O1 (configuration not stated)	-1%	·	·	·	-2	·	·	-15%	-3%
COc1cc(C(=O)Nc2ccc3c(c2)OCO3)ccc1OCc1c(C)noc1C	-9%	-1%	11%	-6%	2	-3	0.3	-9%	-1%
CCn1c(SCC(=O)Nc2ccc(N(C)C)cc2)nnc1-c1ccco1	-18%	-7%	-23%	-6%	3	14	0.2	-6%	2%

8 compounds already listed, ordered by heavy-atom count, descending.
SMILES	ALOX12 inh	Vif-APOBEC3F blk	RGS4 inh	ERG-DNA inh	LDHA inh	D2 antagonist	D2 ag	Vif-APOBEC3G blk	GRP78 ERSR act
COCCN(C(=O)COC(=O)C12CC3CC(CC(Cl)(C3)C1)C2)c1c(N)n(Cc2ccccc2)c(=O)[nH]c1=O	-22%	6%	-15%	7%	-4	27	0.5	-1%	-3%
CC1(C(=O)NCCc2ccccc2)Cc2c(-c3ccc(C(N)=O)cc3)ccnc2O1 (configuration not stated)	-1%	·	·	·	-2	·	·	-15%	-3%
COc1cc(C(=O)Nc2ccc3c(c2)OCO3)ccc1OCc1c(C)noc1C	-9%	-1%	11%	-6%	2	-3	0.3	-9%	-1%
C=C1CCN([C@@H](CC(C)C)C(=O)NCc2ccco2)S(=O)(=O)c2ccccc21	0%	-6%	3%	-20%	-6	·	·	-1%	-4%
COc1ccccc1C(=O)NCCC(=O)N1CC=C(c2ccccc2)CC1	13%	-14%	0%	-5%	-1	0	-0.4	-5%	-5%
CCn1c(SCC(=O)Nc2ccc(N(C)C)cc2)nnc1-c1ccco1	-18%	-7%	-23%	-6%	3	14	0.2	-6%	2%
CC1=CC(C)(C)N(C(=O)c2ccc(F)cc2)c2cc3c(cc21)OCO3	-6%	-9%	3%	-7%	-3	-23	-1.5	-3%	-2%
CCC(C)NC(=O)CC1Oc2ccc(C)cc2NC1=O (configuration not stated)	·	1%	-3%	9%	-4	-6	0.2	1%	-5%

Continuation:
SMILES	ALOX12 inh	Vif-APOBEC3F blk	RGS4 inh	ERG-DNA inh	LDHA inh	D2 antagonist	D2 ag	Vif-APOBEC3G blk	GRP78 ERSR act
CCCCCOc1ccc(/C=C/C(=O)Nc2sc(C(C)=O)c(C)c2C(=O)OCC)cc1OC	-23%	0%	-6%	3%	-5	·	·	-9%	?
CC1=CCC2C(=O)N(Cc3ccccc3)C(=O)C2C1 (configuration not stated)	425%[activator]	7%	-35%	-1%	-4	16	0.0	0%	-1%
CCN(CC)S(=O)(=O)c1ccc(N2CCCC2)c(NC(=O)Cc2ccc(OC)cc2)c1	?	3%	2%	3%	-5	-6	0.6	-3%	3%
Cc1ccsc1C(=O)N1CCC(N2CCC(C(=O)NCC3CCCO3)CC2)CC1 (configuration not stated)	6%	5%	-29%	19%	-1	6	-0.5	0%	-1%
CCOc1ccc(NC(=O)c2ccc(CN3C(=O)C(C)=C(c4ccc(C)cc4)S3(=O)=O)cc2)cc1	-2%	1%	-20%	3%	0	·	-0.3	-1%	-1%
COCCNC(=S)N(CCO)Cc1cc2cc3c(cc2[nH]c1=O)OCO3	20%	-4%	-43%	0%	-6	3	-0.3	0%	-3%
OC(c1cccc(Cl)c1)c1nc(-c2cc3ccccc3o2)cs1 (configuration not stated)	-21%	·	·	·	-7	·	·	-10%	5%
CCOc1ccc(C(=O)NCc2ccncc2)cc1	-1%	1%	28%	-4%	-4	-1	1.1	0%	4%
Cc1oc(-c2cccc(Cl)c2)nc1CN1CCCC(C(=O)NCc2ccco2)C1 (configuration not stated)	0%	7%	5%	-6%	-6	16	0.1	1%	-5%
Cc1ccc(C(=O)Nc2ccc(Br)c(C(F)(F)F)c2)cc1	-12%	-3%	-9%	2%	-5	14	1.1	4%	2%
CN(Cc1ccccn1)C(=O)c1cc(COc2ccc(F)cc2Cl)on1	-7%	-9%	·	·	-4	·	·	1%	-1%
O=C(c1cccc(Cl)c1)N1CCC2(CC1)NCCc1[nH]cnc12	23%	4%	-28%	-5%	-12	15	0.3	5%	-4%
CSCC(=O)N1CCCC(CO)(Cc2ccccc2C)C1 (configuration not stated)	1%	9%	19%	2%	-5	-14	0.2	0%	-8%
O=C(CNC1=NCCC1)c1ccc(Cl)cc1	-5%	-23%	-10%	-7%	24	5	1.6	-1%	-1%
CCN(CC)c1cc(C)c2cc(NC(=O)CNC(C)=O)ccc2n1	0%	-17%	4%	5%	8	0	0.1	0%	-4%
CCOc1ccccc1NC(=O)NCCN1CCCCC1	0%	-5%	9%	4%	-8	20	0.2	-2%	-2%
O=C(C1CCN(S(=O)(=O)c2cccnc2)CC1)N1CCN(c2cccc(Cl)c2)CC1	8%	5%	-8%	-3%	2	-7	-2.4	-1%	-3%
N/C(=N\OC(=O)c1cccnc1)c1ccccc1Cl	26%	-8%	7%	-4%	-1	27	-0.5	-4%	10%
Cc1cc(=O)oc(C)c1C(=O)N1CCN(c2ccc(F)cc2)CC1	13%	-4%	11%	-13%	-1	11	-0.4	-3%	-5%
CN(C)c1ccc(/C=C/C(=O)c2c(O)c3ccccc3oc2=O)cc1	-24%	?	?	0%	4	-2	39*	?	-1%
CC(C)NC(=O)Nc1cccc2c1O[C@H](CN(C)C(=O)NC1CCCCC1)[C@@H](C)CN([C@H](C)CO)C2=O	1%	-2%	27%	5%	-8	·	·	-1%	-5%
O=C(CN1CCN(C(=O)c2ccco2)CC1)Nc1cccc([N+](=O)[O-])c1	-17%	10%	-1%	1%	-8	-1	0.3	1%	-2%
